Screening results from PubChem.
MazF activator – activators of E. coli MazEF toxin-antitoxin RNase, primary screen, biochemical, fluorescence, uHTS; Endoribonuclease toxin MazF (Escherichia coli (strain K12)), P0AE70; FAM/BHQ RNA-DNA oligo cleavage fluorescence, 5 h; activation, % at 20 µM; 0.32% of 350,000 active; in the data active = activation above about 50%
Target sequence (P0AE70 whole entry, looked up): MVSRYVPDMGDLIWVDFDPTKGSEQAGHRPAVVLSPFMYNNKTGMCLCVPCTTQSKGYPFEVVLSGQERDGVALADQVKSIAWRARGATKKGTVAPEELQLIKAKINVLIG
CCHFV vOTU inh – CCHFV vOTU protease inhibitors, primary screen, biochemical, Pep-AMC substrate, fluorescence; inhibition, % at 11.5 µM; Crimean-Congo hemorrhagic fever virus L polyprotein viral ovarian tumor (vOTU) protease …; 0.55% of 370,000 active; AID 651958, 2012; in the data active = inhibition above about 30%; also: 0% = vehicle wells with enzyme and 100% = no enzyme wells
Y pestis TopoI – Yersinia pestis topoisomerase I inhibitors, primary screen, biochemical, cleavage product accumulation, plate reader, single point. DNA topoisomerase I (Yersinia pestis CO92). Y. pestis Topo-I cleavage product accumulation. activity, % at 10 µM. 0.064% of 360,000 active. AID 504884, 2011; in the data active = activity above about 50%, passing the limit was not always enough; also: inactives centre near 2
Rv3671c inh – Rv3671c serine protease inhibitors, primary screen, biochemical, fluorescence polarization, M. tuberculosis H37Rv. P9WHR9. inhibition, % at 5.96 µM. 0.048% of 320,000 active. AID 2606, 2010; in the data active = inhibition above about 38%;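 also: extracellular domain of Rv3671c used as enzyme; 0% = enzyme with DMSO and 100% = no enzyme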
Target sequence (P9WHR9 whole entry, looked up, the tested form may be a part): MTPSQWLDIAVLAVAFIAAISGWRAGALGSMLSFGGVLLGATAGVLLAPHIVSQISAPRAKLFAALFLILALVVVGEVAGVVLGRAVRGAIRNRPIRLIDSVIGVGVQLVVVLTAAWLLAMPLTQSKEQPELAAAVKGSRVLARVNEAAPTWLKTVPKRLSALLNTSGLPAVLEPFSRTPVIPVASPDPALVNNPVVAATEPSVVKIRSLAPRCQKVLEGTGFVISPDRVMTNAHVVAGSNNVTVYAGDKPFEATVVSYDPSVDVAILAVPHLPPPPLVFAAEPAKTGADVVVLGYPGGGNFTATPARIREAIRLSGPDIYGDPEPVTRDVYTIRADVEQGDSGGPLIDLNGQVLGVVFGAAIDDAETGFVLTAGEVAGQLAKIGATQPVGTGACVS
TcdB inh – TcdB glycohydrolase inhibitors, primary screen, biochemical, single point, plate reader | Toxin B (Clostridioides difficile), P18177 | TcdB glycohydrolase enzymatic assay | inhibition, % at 9.99 µM | 0.24% of 350,000 active | AID 652162, 2013; in the data active = inhibition above about 10%
PriA SSB inh – inhibitors of Klebsiella pneumoniae PriA binding to SSB C-terminal tail, primary screen, biochemical, AlphaScreen. PriA–SSB C-terminal tail interaction (Klebsiella pneumoniae). AlphaScreen SSBct-PriA binding, biotinylated peptide. inhibition, % at 33 µM. 0.6% of 430,000 active. AID 1272365, 2023; in the data active = inhibition mostly above about 37%, no sharp cut-off; inactive = mostly below about 20%;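 also: plate controls were negative control peptide for no effect and reference peptide for full effect; strong numbers were not always called active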
SARS 3CLpro inh – SARS-CoV 3CLpro protease inhibitors, primary screen, biochemical, quenched FRET; recombinant SARS-CoV 3CLpro, quenched FRET peptide cleavage; 0.14% of 290,000 active; inhibition, % at 6 µM; Replicase polyprotein 1ab (Severe acute respiratory syndrome coronavirus), P0C6X7; AID 1706, 2009; in the data active = inhibition above about 12%
VHR inh abs – VHR1 phosphatase inhibitors, primary screen, biochemical, absorbance, uHTS; Dual specificity protein phosphatase 3 (Homo sapiens), P51452; recombinant VHR phosphatase, pNPP absorbance; inhibition, % at 13.3 µM; 0.52% of 290,000 active; AID 1654, 2009; in the data active = inhibition above about 50%; also: some compounds called inactive have numbers as strong as hits
Target sequence (P51452 whole entry, looked up): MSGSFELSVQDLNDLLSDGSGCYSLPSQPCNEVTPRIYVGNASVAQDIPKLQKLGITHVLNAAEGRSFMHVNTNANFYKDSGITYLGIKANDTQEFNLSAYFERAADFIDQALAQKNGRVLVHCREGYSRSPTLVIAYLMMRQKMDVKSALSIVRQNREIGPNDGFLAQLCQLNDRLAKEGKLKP
PrPC TRFRET – inhibitors of human cell surface prion protein PrPC, primary screen, cell-based, TR-FRET | inhibition, % at 13.8 µM | 0.43% of 370,000 active | Major prion protein (Homo sapiens), P04156 | TR-FRET read-out; in the data active = inhibition above about 24%; also: 0% = median of the test wells and 100% = reference compound wells
Vc quorum ag – inducers of Vibrio cholerae quorum light production without autoinducers, primary screen, BH1578 luxS cqsA deficient, single point. 0.16% of 350,000 active. activation, % at 18.7 µM. V. cholerae BH1578 lux reporter, luminescence, 6 h; in the data active = activation mostly above about 9.7%, no sharp cut-off; also: not every result past the cut was called active; inactives centre near 0; reference of the scale not given here
An asterisk follows results filed as active; & = joins results of further samples. The list is partial. The share of hits here may be higher or lower than overall.

COc1ccc(OC)c(NC(=O)CCCc2ccccc2)c1 was read as MazF activator -1, CCHFV vOTU inh 15, Y pestis TopoI -7, Rv3671c inh -7, TcdB inh 2.6, PriA SSB inh -12, SARS 3CLpro inh -5, VHR inh abs 4, PrPC TRFRET -3 and Vc quorum ag inactive.
CCCOC(=O)c1ccc(NC(=O)/C=C/c2cccs2)cc1 was read as MazF activator -6, CCHFV vOTU inh 8, Y pestis TopoI -8, Rv3671c inh -45, PriA SSB inh -15, SARS 3CLpro inh 2, VHR inh abs 43, PrPC TRFRET 0 and Vc quorum ag -0.2.
Screening COC(=O)CCC(=O)NC(=S)Nc1sc(C)c(C)c1C(N)=O returned MazF activator 4, CCHFV vOTU inh -3, Y pestis TopoI 8, Rv3671c inh -1, PriA SSB inh -11, SARS 3CLpro inh -1, VHR inh abs -6, PrPC TRFRET 9 and Vc quorum ag -0.3.
For Cc1cc(C)c2c(C)nn(-c3ccccc3)c2n1 the results were MazF activator -2, CCHFV vOTU inh 8, Y pestis TopoI 6, Rv3671c inh 2, PriA SSB inh -18, SARS 3CLpro inh -2, VHR inh abs 3, PrPC TRFRET 0 and Vc quorum ag -11.
Screening CCOC(=O)c1c(N=CN(C)C)c2cc([N+](=O)[O-])cnc2n1C returned MazF activator -7, CCHFV vOTU inh 6, Y pestis TopoI -3, Rv3671c inh -10, TcdB inh 1.5, PriA SSB inh -6, SARS 3CLpro inh 0, VHR inh abs 17, PrPC TRFRET -10 and Vc quorum ag 0.1.
`CCCc1cc(=O)oc2cc(OCc3nn[nH]n3)ccc12` gave MazF activator -4, CCHFV vOTU inh -9, Y pestis TopoI -11, Rv3671c inh -2, PriA SSB inh -1, SARS 3CLpro inh 2, VHR inh abs 38, PrPC TRFRET -1 and Vc quorum ag -0.7.
`C=CCNC(=O)c1ccc(-c2ccc([N+](=O)[O-])cc2)o1` gave MazF activator 4, CCHFV vOTU inh -7, Y pestis TopoI -8, Rv3671c inh 5, TcdB inh 0.8, PriA SSB inh -7, SARS 3CLpro inh 2, VHR inh abs -1, PrPC TRFRET -37 and Vc quorum ag -0.4.
Cc1ccc(C(=O)N2CCN(C3c4cccc5cccc(c45)C3NS(=O)(=O)c3ccccc3)CC2)cc1 (configuration not stated) was read as MazF activator -1, CCHFV vOTU inh 4, Y pestis TopoI 2, Rv3671c inh -24, PriA SSB inh 10, SARS 3CLpro inh 5, VHR inh abs 23 and PrPC TRFRET 3.
CC(=O)C1C(c2ccc3ncccc3c2)NC(=O)NC1(O)C(F)(F)F (configuration not stated) was read as MazF activator 0, CCHFV vOTU inh 6, Y pestis TopoI 5, Rv3671c inh 1, TcdB inh 0.8, PriA SSB inh -12, SARS 3CLpro inh 0, VHR inh abs -9, PrPC TRFRET 7 and Vc quorum ag -0.2.
`CC(=O)c1cc(C(=O)Nc2ccc3ccccc3c2)c(C)o1` gave MazF activator 7, CCHFV vOTU inh 5, Y pestis TopoI 7, Rv3671c inh 11, TcdB inh -1.1, PriA SSB inh -15, SARS 3CLpro inh -5, VHR inh abs 22, PrPC TRFRET -10 and Vc quorum ag -0.4.
For O=C(/C=C/c1ccccc1)N/C(=C\c1ccco1)C(=O)O the results were MazF activator -6, CCHFV vOTU inh 6, Y pestis TopoI -5, Rv3671c inh -4, TcdB inh 1.0, PriA SSB inh -2, SARS 3CLpro inh 2, VHR inh abs 31, PrPC TRFRET 4 and Vc quorum ag 1.8.
CC1=C(Nc2ccc(C(=O)O)cc2)C(=O)c2ccccc2C1=O was read as MazF activator 8, CCHFV vOTU inh 5, Y pestis TopoI -4, Rv3671c inh 3, TcdB inh 0.4, PriA SSB inh 13, SARS 3CLpro inh 7, VHR inh abs 1, PrPC TRFRET -36 and Vc quorum ag -1.2.
Cc1noc(C)c1NC(=O)N(C)C[C@@H]1OCc2cnnn2CCCC(=O)N([C@H](C)CO)C[C@@H]1C was read as MazF activator 10, CCHFV vOTU inh 1, Y pestis TopoI 0, TcdB inh 1.0&0.0, PrPC TRFRET -3 and Vc quorum ag -0.4.
CC1(C)CN=c2s/c(=C\c3ccc(Cl)cc3)c(=O)n2C1 was read as MazF activator 11, CCHFV vOTU inh -10, Y pestis TopoI 9, Rv3671c inh 3, TcdB inh 6.6, SARS 3CLpro inh -2, VHR inh abs -33, PrPC TRFRET 6 and Vc quorum ag -0.8.
C#Cc1cccc(NC(=O)c2ccc3c(c2)C(=O)N(Cc2cccnc2)C3=O)c1 was read as MazF activator 7, CCHFV vOTU inh 8, Y pestis TopoI 4, Rv3671c inh -1, TcdB inh -1.7, PriA SSB inh -4, SARS 3CLpro inh 2, VHR inh abs 22, PrPC TRFRET 6 and Vc quorum ag inactive.
Screening O=C(NC(=S)Nc1ccc(N2CCOCC2)cc1)c1ccccc1 returned MazF activator -11, CCHFV vOTU inh 0, Y pestis TopoI 0, Rv3671c inh 7, TcdB inh 23*, PriA SSB inh -3, SARS 3CLpro inh -1, VHR inh abs 12, PrPC TRFRET 8 and Vc quorum ag 0.4.
`O=C(c1ccc(N2CCOCC2)cc1[N+](=O)[O-])N1CCOCC1` gave MazF activator -4, CCHFV vOTU inh 15, Y pestis TopoI 7, Rv3671c inh 8, TcdB inh -0.2, PriA SSB inh -10, SARS 3CLpro inh 2, VHR inh abs -5, PrPC TRFRET -21 and Vc quorum ag -0.2.
For CC(=O)Nc1ccc(S(=O)(=O)N[C@@H](C)C(=O)OCc2ccc(Cl)cc2)cc1 the results were MazF activator 0, CCHFV vOTU inh 9, Y pestis TopoI -3, Rv3671c inh -4, TcdB inh 0.4, PriA SSB inh -4, SARS 3CLpro inh -1, VHR inh abs 2, PrPC TRFRET -8 and Vc quorum ag inactive.
Screening CCC(=O)c1ccc(CCCCCC(=O)O)s1 returned MazF activator 6, CCHFV vOTU inh 8, Y pestis TopoI 6, Rv3671c inh 2, PriA SSB inh -12, SARS 3CLpro inh -3, VHR inh abs -10, PrPC TRFRET 18 and Vc quorum ag inactive.
O=C(COC(=O)CCCN=C1NS(=O)(=O)c2ccccc21)NC(=O)NC1CCCC1 was read as MazF activator 2, CCHFV vOTU inh -8, Y pestis TopoI -1, Rv3671c inh -7, TcdB inh 2.2, PriA SSB inh 4, SARS 3CLpro inh 0, VHR inh abs -5, PrPC TRFRET 0 and Vc quorum ag inactive.
COc1ccc(C(OC(=O)c2ccco2)C(=O)NC(C)(C)C)cc1 (configuration not stated) was read as MazF activator 18, CCHFV vOTU inh -7, Y pestis TopoI -1, Rv3671c inh -3, TcdB inh 1.2, PriA SSB inh -14, SARS 3CLpro inh 1, VHR inh abs -13, PrPC TRFRET -6 and Vc quorum ag -0.4.
Cc1ccc(S(=O)(=O)N/N=C/c2cc([N+](=O)[O-])ccc2O)cc1[N+](=O)[O-] was read as MazF activator 2, CCHFV vOTU inh 0, Y pestis TopoI -4, Rv3671c inh 1, TcdB inh 1.2, SARS 3CLpro inh -3, VHR inh abs 13, PrPC TRFRET -11 and Vc quorum ag inactive.
CCc1nc(NCc2cccs2)c2nnn(Cc3ccccc3)c2n1 was read as MazF activator -11, CCHFV vOTU inh 2, Y pestis TopoI 1, TcdB inh 1.3, PrPC TRFRET -6 and Vc quorum ag -0.3.
For CCN(CC)CCNC(=O)c1cc(-c2ccco2)nc2ccccc12 the results were MazF activator -10, CCHFV vOTU inh -141, Y pestis TopoI -2, Rv3671c inh 0, TcdB inh 0.8, PriA SSB inh -7, SARS 3CLpro inh 1, VHR inh abs 29, PrPC TRFRET -3 and Vc quorum ag -3.0.
`COc1ccc(S(=O)(=O)CC2(O)CCN(C(=O)C(C)(C)C)CC2)cc1` gave MazF activator 11, CCHFV vOTU inh -4, Y pestis TopoI 3, Rv3671c inh 4, TcdB inh -0.2, PriA SSB inh -6, SARS 3CLpro inh -1, VHR inh abs -1, PrPC TRFRET -6 and Vc quorum ag -0.3.
`Cc1ccc(N(CC(=O)N2CCn3c2nc2ccccc23)S(=O)(=O)c2c(C)n[nH]c2C)cc1` gave MazF activator 3, CCHFV vOTU inh 2, Y pestis TopoI 1, Rv3671c inh 1, PriA SSB inh 7, SARS 3CLpro inh -1, VHR inh abs 4, PrPC TRFRET 5 and Vc quorum ag -3.0.
`O=C(Cn1cnc2c(nnn2Cc2ccccc2F)c1=O)OCc1ccccc1` gave MazF activator -18, CCHFV vOTU inh -6, Y pestis TopoI 32, Rv3671c inh 2, PriA SSB inh -6, SARS 3CLpro inh -2, VHR inh abs 8, PrPC TRFRET 7 and Vc quorum ag inactive.
O=C(c1cccc(Br)c1)c1cn(-c2ccccc2)nc1C(=O)c1ccccc1 was read as MazF activator 5, CCHFV vOTU inh -6, Y pestis TopoI 0, Rv3671c inh -22, PriA SSB inh 4, SARS 3CLpro inh 3, VHR inh abs -18, PrPC TRFRET -8 and Vc quorum ag inactive.
`CN(C)S(=O)(=O)c1ccc(NC(=O)CNc2cc(S(=O)(=O)N3CCCC3)ccc2OCC(F)(F)F)cc1` gave MazF activator 11, CCHFV vOTU inh -21, Y pestis TopoI -4, Rv3671c inh -3, PriA SSB inh -5, SARS 3CLpro inh 3, VHR inh abs -6, PrPC TRFRET -3 and Vc quorum ag -0.2.
`COc1ccc(S(=O)(=O)CCC(=O)NC2CCCCC2)cc1` gave MazF activator 4, CCHFV vOTU inh -1, Y pestis TopoI 3, Rv3671c inh 0, PriA SSB inh -10, SARS 3CLpro inh -3, VHR inh abs 7, PrPC TRFRET 4 and Vc quorum ag -0.2.
For O=Cc1cn[nH]c1-c1cccc([N+](=O)[O-])c1 the results were MazF activator -3, CCHFV vOTU inh -12, Y pestis TopoI -2, Rv3671c inh -11, TcdB inh 0.4, PriA SSB inh 1, SARS 3CLpro inh 3, VHR inh abs -9, PrPC TRFRET -11 and Vc quorum ag -0.3.

Of the compounds above, these have a CF3 group:
CC(=O)C1C(c2ccc3ncccc3c2)NC(=O)NC1(O)C(F)(F)F (configuration not stated) was read as MazF activator 0, CCHFV vOTU inh 6, Y pestis TopoI 5, Rv3671c inh 1, TcdB inh 0.8, PriA SSB inh -12, SARS 3CLpro inh 0, VHR inh abs -9, PrPC TRFRET 7 and Vc quorum ag -0.2.
`CN(C)S(=O)(=O)c1ccc(NC(=O)CNc2cc(S(=O)(=O)N3CCCC3)ccc2OCC(F)(F)F)cc1` gave MazF activator 11, CCHFV vOTU inh -21, Y pestis TopoI -4, Rv3671c inh -3, PriA SSB inh -5, SARS 3CLpro inh 3, VHR inh abs -6, PrPC TRFRET -3 and Vc quorum ag -0.2.

Reprinted at random: two records from the list.
For CCN(CC)CCNC(=O)c1cc(-c2ccco2)nc2ccccc12 the results were MazF activator -10, CCHFV vOTU inh -141, Y pestis TopoI -2, Rv3671c inh 0, TcdB inh 0.8, PriA SSB inh -7, SARS 3CLpro inh 1, VHR inh abs 29, PrPC TRFRET -3 and Vc quorum ag -3.0.
`COc1ccc(S(=O)(=O)CCC(=O)NC2CCCCC2)cc1` gave MazF activator 4, CCHFV vOTU inh -1, Y pestis TopoI 3, Rv3671c inh 0, PriA SSB inh -10, SARS 3CLpro inh -3, VHR inh abs 7, PrPC TRFRET 4 and Vc quorum ag -0.2.
